# High-throughput results as filed in PubChem BioAssay.
# TAAR1 ag – agonists of human TAAR1 | Q96RJ0 | CHO RD-HGA16 TAAR1, Fluo-8 calcium fluorescence; vehicle wells 0%, saturating PEA agonist 100% | 360,000 compounds, 0.99% hits | activation, % at 3 µM;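 active = activation above the mean activation of all test compounds in the run plus 3 SD, cut at about 38% in these data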
# Target sequence (Q96RJ0 whole entry, looked up): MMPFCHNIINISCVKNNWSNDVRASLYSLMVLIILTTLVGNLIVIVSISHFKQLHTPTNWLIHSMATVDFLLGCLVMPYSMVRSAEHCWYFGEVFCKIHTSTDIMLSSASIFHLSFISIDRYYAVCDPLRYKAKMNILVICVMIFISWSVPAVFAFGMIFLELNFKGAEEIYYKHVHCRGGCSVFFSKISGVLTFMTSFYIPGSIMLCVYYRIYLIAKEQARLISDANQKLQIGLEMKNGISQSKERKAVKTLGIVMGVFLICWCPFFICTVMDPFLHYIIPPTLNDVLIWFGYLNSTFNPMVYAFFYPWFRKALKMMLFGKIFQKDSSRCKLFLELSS
#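 Test system: RD-HGA16 (CHO) cells co-expressing Gα16 and hTAAR1 / Benchmarks: DMSO vehicle as 0%, PEA at EC100 as 100% / Repeats: no replicates (n 1) / Measure: % activation from peak over basal fluorescence ratio, DMSO-to-PEA scaled / Timing: 17-24 h plating, Fluo-8 75 min 37 °C, 30 min RT / Technique: kinetic Fluo-8 calcium fluorescence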
# CHRM5 agonist – CHRM5 agonism in calcium assay; P08912; CHO-K1 hM5 cells, Fluo-8 calcium fluorescence; 0% DMSO wells, 100% maximal acetylcholine response; activation, % at 3 µM; 360,000 compounds, 0.19% hits;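 active = activation above the run's mean over test compounds plus 3 SD, cut at about 23% in these data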;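 note: signal is peak over basal fluorescence ratio across the kinetic read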
# CHRM5 antagonist – antagonists of human muscarinic M5 receptor (CHRM5). CHO-hM5 cells, Fluo-8 calcium fluorescence, ACh EC80. 360,000 compounds, 0.59% hits. inhibition, % at 3 µM. P08912;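 active = inhibition above a per-plate cutoff, the mean of that plate's test compounds plus 3 SD, cut at about 27% in these data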;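 note: 0% = acetylcholine EC80 with DMSO and 100% = DMSO without agonist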
# CHRM4 antagonist – antagonists of human muscarinic M4 receptor (CHRM4); P08173; CHO-hM4 cells, ACh EC80, Fluo-8 calcium fluorescence; inhibition, % at 3 µM; 360,000 compounds, 0.73% hits; AID 624125;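 active = inhibition above its plate's cutoff, the mean inhibition of sample wells plus 3 SD, cut at about 27% in these data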;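 note: 0% = acetylcholine EC80 with DMSO and 100% = DMSO without agonist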
# M1 ag – activates human CHRM1 receptor; P11229; 360,000 compounds, 0.33% hits; activation, % at 3 µM; CHO-K1 hM1, Fluo-8 calcium fluorescence, agonist mode; 0% DMSO, 100% acetylcholine EC100;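 active = activation above the run's mean compound activation plus 3 SD, cut at about 16% in these data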;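 note: peak over basal fluorescence ratio within a 140 s kinetic read after compound addition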
# Target sequence (P11229 whole entry, looked up): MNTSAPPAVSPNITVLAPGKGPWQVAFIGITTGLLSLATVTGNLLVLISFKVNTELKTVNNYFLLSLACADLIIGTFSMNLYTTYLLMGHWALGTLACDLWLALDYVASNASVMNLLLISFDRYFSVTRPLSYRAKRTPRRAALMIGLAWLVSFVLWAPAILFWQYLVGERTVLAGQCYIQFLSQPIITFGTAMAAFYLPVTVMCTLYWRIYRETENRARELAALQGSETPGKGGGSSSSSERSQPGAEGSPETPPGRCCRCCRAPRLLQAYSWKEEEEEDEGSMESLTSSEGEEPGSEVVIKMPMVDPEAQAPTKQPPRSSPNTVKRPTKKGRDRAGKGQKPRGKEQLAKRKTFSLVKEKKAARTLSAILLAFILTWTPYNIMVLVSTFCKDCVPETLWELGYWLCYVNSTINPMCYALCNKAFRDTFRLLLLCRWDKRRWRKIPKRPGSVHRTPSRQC
# CHRM5 PAM – potentiates acetylcholine response at human M5 receptor. 360,000 compounds, 0.3% hits. P08912. activation, % at 3 µM. CHO-K1 hM5, Fluo-8 calcium, ACh EC20 PAM; 0% = ACh EC20, 100% = ACh EC100;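 active = activation above the run cutoff, the mean activation of all test compounds plus 3 SD, cut at about 18% in these data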
#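 Assay system: CHO-K1 hM5 cells / Incubation: Fluo-8 loading 80 min at 37 °C plus 30 min room temperature / Technique: Fluo-8 calcium dye fluorescence, kinetic read / Repeats: single replicate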
# M1 antag – antagonists of human M1 muscarinic receptor; P11229; CHO-K1 hM1, Fluo-8 calcium fluorescence, ACh EC80 antagonist; inhibition, % at 3 µM; 360,000 compounds, 1.3% hits; AID 588852;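 active = percent inhibition above its own plate's cutoff, namely the mean of that plate's compound wells plus 3 SD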;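 note: peak over basal fluorescence ratio during 140 s after agonist addition; 0% = ACh EC80 plus DMSO and 100% = DMSO alone without agonist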
# M4 ag – CHRM4 agonism in calcium assay | CHO-K1 hM4/Gqi5, Fluo-8 calcium fluorescence; vehicle 0%, full acetylcholine response 100% | activation, % at 3 µM | 360,000 compounds, 0.14% hits | AID 624127;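 active = activation above the run mean over all test wells plus 3 SD, cut at about 32% in these data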;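 note: peak over basal fluorescence ratio per well then scaled between controls; 0% = DMSO wells and 100% = acetylcholine at EC100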
# CHRM1 PAM – potentiates human M1 receptor response to acetylcholine; P11229; CHO-K1 hM1, Fluo-8 calcium fluorescence, ACh EC20; 0% = ACh EC20, 100% = maximal ACh; activation, % at 3 µM; 360,000 compounds, 0.088% hits; in the data active = activation above about 19%, passing the limit was not always enough
# * marks the source's active call; other numbers are inactive results; x = no result given. Not all compounds are listed; the hit share may differ from the screen's.
M4 ag	CHRM5 PAM	M1 antag	CHRM5 agonist	CHRM1 PAM	TAAR1 ag	CHRM5 antagonist	M1 ag	CHRM4 antagonist	structure
1	-2	4	-3	3	1	3	-1	-3	CCOC(=O)C1CCN(C(=O)CCNC(=O)c2ccccc2OC)CC1
1	1	-2	0	2	-2	-2	-7	1	COc1ccc(N2CCN(C3CCCN(Cc4cccc(C)c4)C3)CC2)cc1 (stereo unspecified)
1	7	-4	4	8	10	-9	0	12	CC(=O)Nc1ccc(C(=O)N/C(=C\c2ccccc2)C(=O)Nc2cccc(C(=O)O)c2)cc1
2	8	3	-3	1	8	-11	-6	-11	CCC(C)NC(=O)CSc1nc2c(sc3ccccc32)c(=O)n1CCCN1CCOCC1 (stereo unspecified)
0	-2	-4	-3	3	6	1	-3	-10	COc1cc(OC)c2c(-c3ccccc3)cc(=O)oc2c1C(CC(=O)N1CCOCC1)c1ccc2c(c1)OCO2 (stereo unspecified)
1	3	2	-1	1	6	0	-5	-7	Cc1ccccc1-c1nnn(C/C(N)=N/O)n1
0	-2	-14	-2	16	12	8	-1	8	Cc1cc(C)cc(Oc2c(C(F)(F)F)oc3cc(OCC(=O)O)ccc3c2=O)c1
0	-1	-10	2	8	2	0	-4	1	CC(=O)NC(Cc1cc(C)ccc1C)C(=O)N1CCN(C(=O)c2ccc([N+](=O)[O-])cc2)CC1 (stereo unspecified)
6	-3	1	0	1	4	8	-3	1	CSc1ncccc1C(=O)N1CCN(S(=O)(=O)c2cc(C)ccc2C)CC1
1	-2	-7	-8	1	5	-2	-4	1	CCOc1ccc(OCC)c(N=c2oc3c(C)ncc(CO)c3cc2C(N)=O)c1
4	-1	-12	-5	6	4	7	-5	-2	CN(C)c1ccc(C2N(C)C(=O)c3ccccc3N2C)cc1 (stereo unspecified)
5	-2	-6	-4	7	4	13	-8	-12	Cc1cccc(NC(=O)c2ccc(S(=O)(=O)N3CCCC3)cc2)c1C
0	5	-11	5	8	4	0	-2	5	Cc1ccccc1OCC(=O)NNC=O
2	1	-14	1	6	1	3	1	-6	Cc1cc(S(=O)(=O)Nc2ccc(C(=O)NC3CC3)cc2)ccc1F
-1	-1	-6	-1	1	2	-7	-7	8	S=c1sc2c(N3CCOCC3)ncnc2n1-c1ccccc1
-1	3	-5	6	4	0	6	-3	0	Cn1c(=O)c2c(ncn2CC(=O)Nc2cccc(S(=O)(=O)Nc3ccccc3F)c2)n(C)c1=O
1	4	1	2	1	0	-3	-2	8	Cc1cc(=O)oc2c3c(cc(OCC(=O)N4CCC[C@H]4C(=O)O)c12)OC(C)(C)CC3
0	-12	65*	-7	-24	-3	-1	-7	18	Cc1occc1C(=O)N1CCC2(CCCN(Cc3ccc(F)c(F)c3)C2)C1 (stereo unspecified)
1	3	-17	-2	10	x	-2	-6	-3	O=C(Nc1ccon1)c1cc2c(s1)CCCC2
5	-4	3	1	-4	13	6	-1	-1	CN=C(Nc1ccccc1OC)SC1CC(=O)N(c2ccc(C(=O)OC)cc2)C1=O (stereo unspecified)
6	-4	-14	3	-2	2	3	-9	-2	O=C(C1CCN(c2nnc(-n3cccc3)s2)CC1)N1CCN(Cc2ccc3c(c2)OCO3)CC1
-1	-7	8	0	-7	8	0	-8	-11	COc1ccc2c(C)cc(SCc3c(C)noc3C)nc2c1
1	-1	4	0	3	3	-3	-5	6	Nn1c(Cc2ccccc2F)nnc1SCn1nnc2ccccc2c1=O
2	-5	-6	-3	2	1	6	-1	-2	CCOc1ccc(NC(=O)CN2C(=O)COc3ccccc32)cc1
0	-3	-4	4	3	3	6	-2	6	COc1ccc(CC(=O)n2[nH]c(=O)ccc2=O)cc1OC
0	-3	-11	-1	6	0	0	-6	2	CC(=O)/C(=N\Nc1ccc(Cl)cc1Cl)Sc1nnc(-c2ccccc2)n1-c1ccccc1
0	4	-9	0	8	5	-9	-7	-8	Cc1ccccc1CSCc1nc(N)nc(Nc2ccccc2C)n1
2	-2	-11	-2	11	0	0	0	-9	Cc1cc(NC(=O)COc2ccc(F)c(Cl)c2)no1
8	-2	-9	0	10	2	12	1	-8	COc1cccc(CN(C)C(=O)CNC(=O)c2sc3ccccc3c2Cl)c1OC
1	3	-12	1	11	1	3	-2	3	O=C(Cn1c(=O)cnc2ccccc21)NC1CCC(O)CC1 (stereo unspecified)
2	-1	-13	1	7	3	6	-3	-3	COCCn1c(SCC(=O)Nc2ccccc2C(F)(F)F)nc2ccccc2c1=O
7	-2	-14	25*	-3	4	-2	-3	5	CCN(C(=O)COC(=O)c1c(C)c(-c2ccccc2)nc2ccccc12)C1CCS(=O)(=O)C1 (stereo unspecified)

# For reference, part of the list above:
M4 ag	CHRM5 PAM	M1 antag	CHRM5 agonist	CHRM1 PAM	TAAR1 ag	CHRM5 antagonist	M1 ag	CHRM4 antagonist	structure
8	-2	-9	0	10	2	12	1	-8	COc1cccc(CN(C)C(=O)CNC(=O)c2sc3ccccc3c2Cl)c1OC
1	3	-12	1	11	1	3	-2	3	O=C(Cn1c(=O)cnc2ccccc21)NC1CCC(O)CC1 (stereo unspecified)
2	-1	-13	1	7	3	6	-3	-3	COCCn1c(SCC(=O)Nc2ccccc2C(F)(F)F)nc2ccccc2c1=O
7	-2	-14	25*	-3	4	-2	-3	5	CCN(C(=O)COC(=O)c1c(C)c(-c2ccccc2)nc2ccccc12)C1CCS(=O)(=O)C1 (stereo unspecified)

# More compounds:
M4 ag	CHRM5 PAM	M1 antag	CHRM5 agonist	CHRM1 PAM	TAAR1 ag	CHRM5 antagonist	M1 ag	CHRM4 antagonist	structure
0	5	-13	-1	8	-1	-2	-4	2	CC(=O)Nc1cc(C(=O)N2CCOCC2)ccc1S(=O)(=O)c1ccc(C)cc1
0	2	-6	-4	6	-3	-2	-5	-8	CC(C)CCn1c(NCCN(C)C)nc2c1c(=O)[nH]c(=O)n2C
1	-3	-13	-1	8	0	3	4	3	COc1ccc(CC(=O)NCC(=O)N/N=C/c2c[nH]c3ccccc23)cc1
0	-3	-11	-4	5	3	4	-7	-7	CCN(CC(=O)Nc1c(F)cccc1F)C(=O)CCc1nc2cc(S(=O)(=O)N3CCOCC3)ccc2n1C
2	-4	-5	0	0	1	4	-4	1	CCc1c(C)nc2cc(-c3cccc(Br)c3)[nH]n2c1=O
1	-8	3	-4	-5	2	1	-1	-16	CCC(C)(C)NC(=O)c1ccc(Sc2nncn2C)c([N+](=O)[O-])c1
0	-2	8	1	-3	1	13	-1	2	CC(Sc1nnc(-c2ccco2)n1C)C(=O)Nc1ccc(N2CCOCC2)cc1 (stereo unspecified)
8	3	5	6	-3	0	-4	-4	2	O=S1(=O)CC(N2CCC(Cc3ccccc3)CC2)CN1Cc1ccc(F)cc1 (stereo unspecified)
8	-16	10	-14	-4	15	8	-4	8	Cc1nn2c(N3CCN(C)CC3)cc(C(C)(C)C)nc2c1-c1ccccc1
-1	-5	-27	2	5	2	9	-1	1	O=C(NC1CC1)c1nc2c(nnn2Cc2ccccc2Cl)c(=O)[nH]1
1	4	-12	-2	8	15	-1	-3	11	Cn1c(=O)oc2cc(S(=O)(=O)N3CCOCC3)ccc21
1	1	-3	-3	2	1	1	-7	0	Cc1cc(Cl)ccc1NC(=S)NCc1ccco1
-1	9	-13	-2	1	1	5	-8	-8	C#CCOCCOCCOCCNc1nc(N2CCN(C(=O)C(Cc3ccc(O)cc3)n3cc(C(N)C(C)CC)nn3)CC2)nc(N2CCN(C(=O)C(Cc3ccc(O)cc3)n3cc(C(N)C(C)CC)nn3)CC2)n1 (stereo unspecified)
1	-7	2	-6	-1	0	20	-5	-8	Cc1c(C(=O)Nc2c(C)n(C)n(-c3ccccc3)c2=O)oc2c(Cl)cccc12
7	-7	2	-1	-8	-1	7	-2	-5	Cc1ccc(NC(=O)C2CCN(c3ncnc4c3nc3n4CCCCC3)CC2)nc1
0	-2	-8	-2	6	x	-1	-5	0	CC(=O)Nc1c(C(=O)C2CC2)oc2ccccc12

# Arranged by count of non-hydrogen atoms (largest number first): some entries from above.
M4 ag	CHRM5 PAM	M1 antag	CHRM5 agonist	CHRM1 PAM	TAAR1 ag	CHRM5 antagonist	M1 ag	CHRM4 antagonist	structure
-1	9	-13	-2	1	1	5	-8	-8	C#CCOCCOCCOCCNc1nc(N2CCN(C(=O)C(Cc3ccc(O)cc3)n3cc(C(N)C(C)CC)nn3)CC2)nc(N2CCN(C(=O)C(Cc3ccc(O)cc3)n3cc(C(N)C(C)CC)nn3)CC2)n1 (stereo unspecified)
7	-7	2	-1	-8	-1	7	-2	-5	Cc1ccc(NC(=O)C2CCN(c3ncnc4c3nc3n4CCCCC3)CC2)nc1
0	-2	8	1	-3	1	13	-1	2	CC(Sc1nnc(-c2ccco2)n1C)C(=O)Nc1ccc(N2CCOCC2)cc1 (stereo unspecified)
8	3	5	6	-3	0	-4	-4	2	O=S1(=O)CC(N2CCC(Cc3ccccc3)CC2)CN1Cc1ccc(F)cc1 (stereo unspecified)
8	-16	10	-14	-4	15	8	-4	8	Cc1nn2c(N3CCN(C)CC3)cc(C(C)(C)C)nc2c1-c1ccccc1
-1	-5	-27	2	5	2	9	-1	1	O=C(NC1CC1)c1nc2c(nnn2Cc2ccccc2Cl)c(=O)[nH]1
0	-2	-8	-2	6	x	-1	-5	0	CC(=O)Nc1c(C(=O)C2CC2)oc2ccccc12
